PRC2 inh: inhibitors of human EZH2/PRC2 methyltransferase | PRC2 H3K27 methylation, DELFIA TRF, 1 h | inhibition, % at 12.5 µM | 0.35% of 57,000 active;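 active means mean inhibition of replicates at least 50% and every single replicate also reaching 50%; inconclusive means mean inhibition at least 50% but some replicate falls below 50%; inactive means mean inhibition under 50%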;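 further: dimethyl H3K27 on biotinylated H3 21-44 peptide detected by antibody; plate controls were median neutral control wells for no effect and median positive control wells for full effect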
Target sequence (Q15910 whole entry, looked up): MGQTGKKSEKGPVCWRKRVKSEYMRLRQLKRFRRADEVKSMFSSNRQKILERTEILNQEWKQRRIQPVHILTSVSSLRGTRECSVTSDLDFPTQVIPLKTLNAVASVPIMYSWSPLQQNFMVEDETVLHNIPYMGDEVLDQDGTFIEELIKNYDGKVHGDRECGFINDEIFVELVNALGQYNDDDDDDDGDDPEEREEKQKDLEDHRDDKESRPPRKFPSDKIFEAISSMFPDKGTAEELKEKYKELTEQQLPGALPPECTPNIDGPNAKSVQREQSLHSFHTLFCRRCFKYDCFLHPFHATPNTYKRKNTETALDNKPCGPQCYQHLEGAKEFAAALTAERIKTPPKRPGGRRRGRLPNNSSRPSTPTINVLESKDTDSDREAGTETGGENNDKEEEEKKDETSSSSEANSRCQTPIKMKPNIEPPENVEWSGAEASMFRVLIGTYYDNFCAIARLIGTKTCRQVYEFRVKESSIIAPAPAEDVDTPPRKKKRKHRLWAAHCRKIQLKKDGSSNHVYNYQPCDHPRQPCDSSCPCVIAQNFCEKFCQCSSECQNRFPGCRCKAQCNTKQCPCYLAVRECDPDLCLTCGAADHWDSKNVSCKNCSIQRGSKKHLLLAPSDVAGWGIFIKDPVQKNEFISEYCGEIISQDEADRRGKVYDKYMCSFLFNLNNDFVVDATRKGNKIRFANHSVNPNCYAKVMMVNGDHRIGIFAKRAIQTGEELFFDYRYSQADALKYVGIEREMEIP
IDH1 R132H inh: inhibitors of human IDH1 R132H. O75874. IDH1 R132H reductase, diaphorase/resazurin fluorescence, 60 min. inhibition, % at 10 µM. 0.18% of 70,000 active. AID 624101; in the data active means inhibition above about 34%; inconclusive means no clear call, values can overlap the other calls; inactive means below about 11%;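 further: 0% = DMSO and 100% = no enzyme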
Numbers without * were called inactive; ? = inconclusive; . = not tested or not shown. These rows are one share of the data; the hit share may differ from the screen's.

SMILES	PRC2 inh	IDH1 R132H inh
O=C(C[C@H]1C[C@@H]2c3cc(NC(=O)NC4CCCC4)ccc3O[C@@H]2[C@@H](CO)O1)NC1CCCC1	2	-0.2
C[C@@H]1CN([C@@H](C)CO)S(=O)(=O)c2ccc(C3=CCCC3)cc2O[C@H]1CN(C)C(=O)C1CCCCC1	-11	.
CCCC#Cc1cnc2c(c1)C(=O)N([C@@H](C)CO)C[C@@H](C)[C@H](CN(C)C(=O)CN1CCOCC1)O2	6	-0.1
C[C@@H]1CN([C@@H](C)CO)C(=O)c2cc(C#Cc3cccc(F)c3)cnc2O[C@@H]1CN(C)Cc1ccccn1	.	3.1
O=C(C[C@@H]1C[C@H]2c3cc(NC(=O)C4CCC4)ccc3O[C@H]2[C@H](CO)O1)NCc1ccc(Cl)cc1	1	0.4
O=C(c1cc2cc(Br)ccc2oc1=O)N1CCN(CCN2C(=O)c3cccc4cccc(c34)C2=O)CC1	-24	0.2
O=C(C[C@H]1C[C@H]2c3cc(NC(=O)C4CCC4)ccc3O[C@H]2[C@@H](CO)O1)NCc1ccc(-c2ccccc2)cc1	-21	0.1
CCCCC[C@H](O)C/C=C1/C(=O)C=C[C@@H]1C/C=C\CCCC(=O)O	.	1.3
C[C@H]1CN([C@@H](C)CO)C(=O)Cc2cc(NC(=O)Cn3cnnn3)ccc2O[C@@H]1CN(C)CC1CCCCC1	-13	3.3
COc1ccc(CN(C)C[C@@H]2Oc3c(NC(=O)c4cc(C)nn4C)cccc3C(=O)N([C@H](C)CO)C[C@H]2C)cc1	11	1.2
C[C@H]1CN([C@@H](C)CO)S(=O)(=O)c2ccc(Br)cc2O[C@H]1CN(C)S(=O)(=O)c1ccccc1F	15	.
Cc1noc(C)c1NC(=O)Nc1ccc2c(c1)C(=O)N([C@@H](C)CO)C[C@H](C)[C@@H](CN(C)Cc1ccc(C(=O)O)cc1)O2	.	1.3
O=C(C[C@@H]1C[C@H]2c3cc(NC(=O)Nc4ccccc4F)ccc3O[C@H]2[C@H](CO)O1)NC1CCCCC1	-4	2.1
CCC(Sc1nnnn1-c1ccccc1)C(=O)Nc1cccc([N+](=O)[O-])c1 (centres undefined)	2	0.6
CC(=O)c1cccc(NC(=O)NCc2ccco2)c1	-5	0.1
CCCN1C[C@@H](C)[C@H](OC)CN(C)C(=O)c2cc(NC(=O)Nc3ccccc3F)ccc2OC[C@@H]1C	-12	0.4
C[C@@H]1CN([C@@H](C)CO)S(=O)(=O)c2ccc(-c3ccc(F)cc3)cc2O[C@@H]1CN(C)C(=O)Nc1ccc(F)cc1	-22	.
CCC(=O)N[C@@H]1CC[C@@H](CCNC(=O)Nc2ccc(F)cc2)O[C@H]1CO	8	0.0
Cc1cccc(S(=O)(=O)N[C@@H]2CC[C@H](CCNC(=O)CCN3CCCCC3)O[C@H]2CO)c1	-15	0.2
CO[C@@H]1CN(C)C(=O)c2ccc(NC(=O)C3CCOCC3)cc2OC[C@@H](C)N(Cc2ccc(F)cc2)C[C@H]1C	3	-0.5
C[C@@H]1CCCCO[C@H](CN(C)C(=O)C2CCCCC2)[C@@H](C)CN([C@@H](C)CO)C(=O)c2cc(NS(=O)(=O)c3cccs3)ccc2O1	.	0.9
CO[C@H]1CN(C)C(=O)c2ccc(NC(=O)Nc3c(C)noc3C)cc2OC[C@H](C)N(CC2CC2)C[C@H]1C	-3	0.1
COc1ccc(NC(=O)c2ccc(OC(C)C(=O)Nc3ccccc3C(F)(F)F)cc2)cc1Cl (centres undefined)	-1	-0.1
C[C@H]1CN([C@@H](C)CO)C(=O)Cc2cc(NC(=O)Nc3ccc(C(F)(F)F)cc3)ccc2O[C@H]1CN(C)C(=O)Nc1ccc2c(c1)OCO2	.	0.1

Taken from above.
Value for CO[C@@H]1CN(C)C(=O)c2ccc(NC(=O)C3CCOCC3)cc2OC[C@@H](C)N(Cc2ccc(F)cc2)C[C@H]1C in PRC2 inh: 3
Value for C[C@@H]1CN([C@@H](C)CO)S(=O)(=O)c2ccc(-c3ccc(F)cc3)cc2O[C@@H]1CN(C)C(=O)Nc1ccc(F)cc1 in PRC2 inh: -22

(next part)
SMILES	PRC2 inh	IDH1 R132H inh
C[C@@H]1CN([C@@H](C)CO)C(=O)c2cc(/C=C/c3ccccc3)cnc2O[C@H]1CN(C)S(=O)(=O)c1ccc(F)cc1	-4	-4.8
C[C@H](CO)N1C[C@H](C)[C@H](CN(C)Cc2ccncc2)OCCCC[C@H](C)Oc2ccc(N(C)C)cc2C1=O	2	0.6
CC(C)CC#Cc1cnc2c(c1)C(=O)N([C@@H](C)CO)C[C@@H](C)[C@H](CN(C)C(=O)c1cccc(F)c1)O2	-11	-0.2
C[C@H](CO)N1C[C@H](C)[C@@H](CN(C)Cc2cccnc2)Oc2ncc(C#CCc3ccccc3)cc2C1=O	-13	0.1
CCC(=O)Nc1ccc2c(c1)OC[C@@H](C)N(Cc1ccncc1)C[C@@H](C)[C@@H](OC)CN(C)C2=O	8	0.0
COC(=O)C[C@@H]1C[C@@H]2c3cc(NC(=O)C4CCC4)ccc3O[C@@H]2[C@H](CO)O1	21	0.5
COc1ccccc1CNC(=O)C[C@@H]1C[C@H]2c3cc(NC(=O)Nc4ccccc4F)ccc3O[C@H]2[C@H](CO)O1	7	1.4
Cc1ccc(S(=O)(=O)N(C)C[C@@H]2Oc3cc(C#CC4CCCC4)ccc3S(=O)(=O)N([C@H](C)CO)C[C@H]2C)cc1	-6	-0.1
COc1ccc(/C=C2\C(=O)N(c3ccc(Cl)cc3)C(c3ccc(F)cc3)S2(=O)=O)c(OC)c1 (centres undefined)	-2	-1.8
C[C@@H]1CN([C@H](C)CO)S(=O)(=O)c2ccc(C#Cc3ccncc3)cc2O[C@@H]1CN(C)C(=O)C1CC1	20	-4.6
CCOC(=O)C1=C(Cn2ccc(C(F)(F)F)n2)NC(=O)NC1c1cc(C)ccc1C (centres undefined)	5	0.1
Cc1ccc(S(=O)(=O)N(C)C[C@H]2OCCCC[C@H](C)Oc3ccc(NC(=O)Nc4ccc(C(F)(F)F)cc4)cc3C(=O)N([C@H](C)CO)C[C@@H]2C)cc1	.	-0.1
CO[C@H]1CN(C)C(=O)c2ccc(NC(=O)c3cnccn3)cc2OC[C@@H](C)N(CCc2ccccc2)C[C@@H]1C	-9	0.1
Cc1ccc(S(=O)(=O)c2ccc(Cl)cc2)cc1S(=O)(=O)Nc1ccc(C(=O)O)cc1	-13	0.4
Cc1noc(C)c1S(=O)(=O)N(C)C[C@@H]1Oc2ccc(NC(=O)Cn3cnnn3)cc2CC(=O)N([C@@H](C)CO)C[C@@H]1C	.	2.5
CO[C@H]1CN(C)C(=O)c2cc(NC(=O)Nc3ccc4c(c3)OCO4)ccc2OC[C@H](C)NC[C@@H]1C	1	-0.2

The results go on.
Fields – PRC2 inh | IDH1 R132H inh
> COCC#Cc1cnc2c(c1)C(=O)N([C@@H](C)CO)C[C@@H](C)[C@H](CN(C)S(C)(=O)=O)O2
 : 6 | -0.2
> Cc1ccccc1-c1cnc2c(c1)C(=O)N([C@@H](C)CO)C[C@H](C)[C@H](CN(C)C(=O)CC1CC1)O2
 : 0 | 0.0
> CO[C@H](CN(C)C(=O)c1cnccn1)[C@@H](C)CN([C@H](C)CO)S(=O)(=O)c1ccc(F)cc1
 : -4 | 0.2
> COC(=O)C1=C2CC[C@H](CO)NC(=O)N[C@H](Cc3ccccc3)C(=O)NCc3cn(nn3)C[C@H](Cc3ccccc3)NC(=O)c3oc(c(C(=O)OC)c3C(=O)OC)CC[C@H](CO)NC(=O)N[C@H](Cc3ccccc3)C(=O)NCc3cn(nn3)C[C@H](Cc3ccccc3)NC(=O)C(=C1C(=O)OC)O2
 : -13 | .
> Cc1nn(-c2ccccc2)nc1-c1nnc(-c2ccc(Cl)c(Cl)c2)o1
 : . | -1.6
> CCCNC(=O)C[C@H]1C[C@@H]2c3cc(NC(=O)C4CCC4)ccc3O[C@@H]2[C@@H](CO)O1
 : 1 | 0.0
> CC(C)NC(=O)N[C@H]1CC[C@@H](CCNC(=O)C2CC2)O[C@H]1CO
 : 3 | 0.5
> C[C@@H]1CN([C@H](C)CO)S(=O)(=O)c2ccc(C#CC3(O)CCCC3)cc2O[C@H]1CN(C)C(=O)Nc1ccccc1
 : 6 | 3.8
> CCC(=O)N(C)C[C@@H]1Oc2ncc(/C=C/c3ccccc3)cc2C(=O)N([C@@H](C)CO)C[C@H]1C
 : . | -0.8
> CCCN(C)C[C@@H]1Oc2cc(C#C[C@H](C)O)ccc2S(=O)(=O)N([C@H](C)CO)C[C@@H]1C
 : -18 | -2.3
> CCCC#Cc1ccc2c(c1)O[C@H](CN(C)C(=O)c1ccncc1)[C@@H](C)CN([C@H](C)CO)S2(=O)=O
 : -4 | 0.4
> O=C(C[C@H]1C=C[C@H](NC(=O)C2CCC2)[C@H](CO)O1)NCc1ccccc1Cl
 : -1 | -0.4
> Cc1cccc(C)c1OCC(=O)Nc1cccc(C(=O)O)c1
 : -11 | -0.7
> O=C(O)CNC(=O)C1COc2ccccc2O1 (centres undefined)
 : 0 | 0.4
> CCC(=O)Nc1ccc2c(c1)C(=O)N(C)C[C@@H](OC)[C@@H](C)CN[C@H](C)CO2
 : -1 | 0.1
> C[C@@H]1CN([C@@H](C)CO)C(=O)CCCn2cc(nn2)CO[C@@H]1CN(C)C(=O)NC1CCCC1
 : 4 | 2.0
> C[C@@H]1CN([C@H](C)CO)C(=O)c2cccc(NS(=O)(=O)c3ccc(Cl)cc3)c2O[C@@H]1CN(C)CC1CC1
 : 6 | 2.0
> CC(C)NC(=O)Nc1ccc2c(c1)CC(=O)N([C@@H](C)CO)C[C@@H](C)[C@H](CN(C)Cc1ccc(Oc3ccccc3)cc1)O2
 : -32 | -0.4
> CC(C)CC#Cc1ccc2c(c1)O[C@@H](CN(C)S(=O)(=O)c1cccc(F)c1)[C@H](C)CN([C@@H](C)CO)S2(=O)=O
 : . | -0.4
> Cc1noc(C)c1NC(=O)Nc1cccc2c1O[C@@H](CN(C)C(=O)Nc1c(C)noc1C)[C@H](C)CN([C@H](C)CO)C2=O
 : . | 0.4
> O=C(Nc1cc(Cl)cc(Cl)c1)N[C@@H]1CC[C@@H](CCNS(=O)(=O)c2cccc(F)c2)O[C@H]1CO
 : 15 | 0.2
> C[C@H](CO)N1C[C@H](C)[C@@H](CN(C)C)Oc2c(NC(=O)C3CCOCC3)cccc2C1=O
 : . | 1.6
> COc1ccc(S(=O)(=O)Nc2ccc3c(c2)CC(=O)N([C@@H](C)CO)C[C@@H](C)[C@@H](CN(C)C(=O)NC(C)C)O3)cc1
 : . | -3.9
> C=CCOc1ccccc1/C=N/NC(=O)c1ccc(C(=O)NO)cc1
 : -29 | .
> CC(=O)c1ccc(NC(=O)CSc2nc(=O)cc(N)n2-c2ccccc2)cc1
 : -11 | -0.2
> COc1ccc(S(=O)(=O)N(C)C[C@H]2OCCCC[C@@H](C)Oc3ccc(NC(=O)C4CCCCC4)cc3C(=O)N([C@@H](C)CO)C[C@H]2C)cc1
 : . | -2.8
> C[C@@H]1CN([C@@H](C)CO)C(=O)CCCn2nncc2CO[C@H]1CN(C)C(=O)Nc1ccc2c(c1)OCCO2
 : . | -1.0
> C[C@@H]1CN([C@H](C)CO)C(=O)c2cc(NS(=O)(=O)c3ccc(Cl)cc3)ccc2O[C@@H](C)CCCCO[C@H]1CN(C)C(=O)Nc1ccccc1
 : . | 0.9
> Cc1noc(C)c1NC(=O)N(C)C[C@@H]1Oc2ccc(NC(=O)Cc3ccccc3)cc2CC(=O)N([C@H](C)CO)C[C@@H]1C
 : 4 | 0.2
> Cc1ccc(S(=O)(=O)N(C)C[C@@H]2Oc3c(NC(=O)Nc4ccccc4)cccc3C(=O)N([C@H](C)CO)C[C@@H]2C)cc1
 : -13 | 0.5
> Cc1ccccc1NC(=O)CSc1ncnc2c1sc1nc(N3CCOCC3)c3c(c12)CCCC3
 : -5 | 0.4
> O=C1NC(=O)C(c2ccccc2[N+](=O)[O-])=C1Nc1ccc(O)c(Cl)c1
 : . | ?
> CC(=O)N(C)C[C@@H]1Oc2ncc(-c3cccc(F)c3)cc2C(=O)N([C@H](C)CO)C[C@@H]1C
 : -7 | 2.3
> C[C@@H]1CN([C@H](C)CO)C(=O)c2cc(NC(=O)NC3CCCCC3)ccc2O[C@@H]1CN(C)Cc1ccc(-c2ccccc2)cc1
 : . | 2.8
> C[C@@H]1CN([C@H](C)CO)C(=O)c2cccc(NC(=O)Nc3cccc4ccccc34)c2O[C@H]1CN(C)C(=O)Nc1ccc(C(F)(F)F)cc1
 : . | 0.1
> CC(C)CC#Cc1cnc2c(c1)C(=O)N([C@@H](C)CO)C[C@@H](C)[C@@H](CN(C)C(=O)CCN1CCCCC1)O2
 : . | 2.7
> Cc1cccc(NC(=O)c2ccc(OC(C)C(=O)Nc3ccccc3C(F)(F)F)cc2)c1C (centres undefined)
 : -7 | 0.3
> CC(C)COC(=O)N(C)C[C@H]1OCc2cn(nn2)CCCC(=O)N([C@@H](C)CO)C[C@@H]1C
 : 6 | -0.7
> CN(C)C(=O)C[C@@H]1C[C@H]2c3cc(NC(=O)C4CCOCC4)ccc3O[C@H]2[C@@H](CO)O1
 : 14 | -0.1
> Cc1ccc(S(=O)(=O)N[C@@H]2C=C[C@@H](CC(=O)NC3CCCCC3)O[C@@H]2CO)cc1
 : 8 | 0.1

Compound profiles, from the list above. Order of values: PRC2 inh, IDH1 R132H inh
CN(C)C(=O)C[C@@H]1C[C@H]2c3cc(NC(=O)C4CCOCC4)ccc3O[C@H]2[C@@H](CO)O1 is listed as 14, -0.1
CC(=O)N(C)C[C@@H]1Oc2ncc(-c3cccc(F)c3)cc2C(=O)N([C@H](C)CO)C[C@@H]1C is listed as -7, 2.3
O=C1NC(=O)C(c2ccccc2[N+](=O)[O-])=C1Nc1ccc(O)c(Cl)c1 is listed as ., ?
Cc1cccc(NC(=O)c2ccc(OC(C)C(=O)Nc3ccccc3C(F)(F)F)cc2)c1C (centres undefined) is listed as -7, 0.3
CC(C)COC(=O)N(C)C[C@H]1OCc2cn(nn2)CCCC(=O)N([C@@H](C)CO)C[C@@H]1C is listed as 6, -0.7
